BAP1 inh – inhibitors of BAP1 deubiquitinase, primary screen, biochemical, Ub-AMC fluorescence, kinetic. Ubiquitin carboxyl-terminal hydrolase BAP1 (Homo sapiens), Q92560. recombinant BAP1, Ub-AMC hydrolysis fluorescence kinetic; hits give low values. activity remaining (% of control), % at 20 µM. 0.48% of 72,000 active. AID 436, 2006;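 active = activity remaining at or below 50% of control, provided the compound also passes the data quality filters; inactive = the rest, including low values that fail the filters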;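 note: 100% = DMSO wells rate and 0% = substrate alone blank rate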
Target sequence (Q92560 whole entry, looked up): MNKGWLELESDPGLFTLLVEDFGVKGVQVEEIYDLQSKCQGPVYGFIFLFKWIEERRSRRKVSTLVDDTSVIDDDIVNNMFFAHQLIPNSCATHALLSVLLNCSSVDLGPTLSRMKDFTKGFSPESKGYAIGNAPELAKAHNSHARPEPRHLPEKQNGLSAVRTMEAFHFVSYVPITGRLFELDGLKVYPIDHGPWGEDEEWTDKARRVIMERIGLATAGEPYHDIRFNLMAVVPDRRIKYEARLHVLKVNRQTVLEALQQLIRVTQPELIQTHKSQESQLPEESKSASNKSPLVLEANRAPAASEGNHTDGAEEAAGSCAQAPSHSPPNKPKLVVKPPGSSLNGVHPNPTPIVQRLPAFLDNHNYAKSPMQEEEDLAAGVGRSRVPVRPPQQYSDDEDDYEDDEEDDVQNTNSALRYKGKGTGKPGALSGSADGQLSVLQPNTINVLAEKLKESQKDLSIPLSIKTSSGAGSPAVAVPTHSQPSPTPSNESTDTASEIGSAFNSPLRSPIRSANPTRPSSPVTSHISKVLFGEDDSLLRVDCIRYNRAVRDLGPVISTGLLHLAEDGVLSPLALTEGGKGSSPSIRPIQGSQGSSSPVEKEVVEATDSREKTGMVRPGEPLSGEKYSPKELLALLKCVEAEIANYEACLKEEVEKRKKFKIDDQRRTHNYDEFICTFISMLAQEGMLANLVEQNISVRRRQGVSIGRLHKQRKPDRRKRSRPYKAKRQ
HePTP inhibitor – inhibitors of human HePTP phosphatase, primary screen, biochemical, absorbance, leukemia target; 0.64% of 110,000 active; recombinant HePTP phosphatase activity, OD absorbance; inhibition, % at 20 µM; in the data active = inhibition above about 50%;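 note: plate controls were vehicle for no effect and reference inhibitor for full effect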
Target sequence (P35236 whole entry, looked up): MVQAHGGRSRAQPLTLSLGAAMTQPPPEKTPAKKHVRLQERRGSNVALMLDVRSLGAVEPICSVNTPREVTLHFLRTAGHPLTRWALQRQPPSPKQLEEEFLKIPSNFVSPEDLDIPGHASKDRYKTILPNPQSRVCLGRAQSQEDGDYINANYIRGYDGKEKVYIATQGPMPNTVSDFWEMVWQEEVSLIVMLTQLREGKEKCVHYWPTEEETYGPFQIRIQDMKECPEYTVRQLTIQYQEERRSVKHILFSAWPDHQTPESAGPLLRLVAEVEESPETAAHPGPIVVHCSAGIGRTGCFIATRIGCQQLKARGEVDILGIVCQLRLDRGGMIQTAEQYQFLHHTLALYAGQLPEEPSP
Numbers without * were called inactive; & = joins results of further samples.

Screening CCCSc1nc2c(c(=O)[nH]c(=O)n2C)n1CCC(C)C returned BAP1 inh 94.
CC(=O)N1CC(c2ccccc2)CC1=O (centres undefined) was read as HePTP inhibitor 2.
`COc1ccc(CN(C(=O)c2ccccc2OC)C2CCS(=O)(=O)C2)cc1` (centres undefined) gave BAP1 inh 105 and HePTP inhibitor -4.
For CCn1c(SCC(=O)c2ccc(Cl)s2)nnc1-c1cccs1 the results were BAP1 inh 66 and HePTP inhibitor 9.
CCOC(=O)c1c(C)n(C)c2ccc(OCC(O)Cn3nc(C)cc3C)cc12 (centres undefined) was read as BAP1 inh 124 and HePTP inhibitor 12.
Cc1ccc(NC(=O)NC(=O)N(c2ccccc2)S(C)(=O)=O)cc1 was read as BAP1 inh 95&122 and HePTP inhibitor 2.
For O=C(COC(=O)C12CC3CC(CC(O)(C3)C1)C2)N1CCN(S(=O)(=O)c2ccc(Cl)cc2)CC1 the results were BAP1 inh 117 and HePTP inhibitor 12.
CCOc1ccc(N(CC(=O)N[C@@H]2CCCC[C@H]2O)S(C)(=O)=O)cc1 was read as HePTP inhibitor 10.
N#Cc1cc2c(=O)n3ccccc3nc2n(CCCN2CCOCC2)c1=O was read as HePTP inhibitor 8.
COC(=O)C1CCN(C(=O)CN2C(=O)NC(CCc3ccccc3)C2=O)CC1 (centres undefined) was read as BAP1 inh 113 and HePTP inhibitor -9.
COc1cc(CN2CCN(C3CC4CCC3C4)CC2)cc(OC)c1OC (centres undefined) was read as HePTP inhibitor -5.
CCOc1cc(C(=O)Nc2cnccn2)cc(OCC)c1OCC was read as BAP1 inh 100 and HePTP inhibitor 5.
Cc1ccc(C2=NC(=O)/C(=C/c3cc4c(cc3Br)OCO4)S2)cc1 was read as HePTP inhibitor 9.
For Cc1ccc(S(=O)(=O)c2c(N)n(CCO)c3nc4ccccc4nc23)cc1 the results were HePTP inhibitor 3.
Screening CNC(=S)Nc1ccc(C23CC4CC(CC(C4)C2)C3)cc1 returned HePTP inhibitor -16.
`COc1ccccc1N(CC(=O)NCCSC)S(=O)(=O)c1ccccc1` gave HePTP inhibitor 6.
`CCCCN1C(=O)C(=O)c2cc(Br)ccc21` gave BAP1 inh 52 and HePTP inhibitor 6.
CCCc1[nH]nc2c1C(c1ccc(OC(=O)N3CCOCC3)c(OC)c1)C(C#N)=C(N)O2 (centres undefined) was read as BAP1 inh 110 and HePTP inhibitor -2.
For CCn1c(SCc2nc3ccccc3nc2C)nnc1-c1cccs1 the results were BAP1 inh 101 and HePTP inhibitor 14.
O=C(O)c1c(-c2ccccc2)oc2ccc(OCc3ccccc3)cc12 was read as HePTP inhibitor 4.
Screening N#Cc1ccc(N2C(=O)C3C4C=CC(C4)C3C2=O)cc1 (centres undefined) returned BAP1 inh 69.
O=C(Cc1ccccc1)N1N=C(c2ccc([N+](=O)[O-])cc2)CC1(O)C(F)(F)F (centres undefined) was read as HePTP inhibitor 6.
For O=C(Nc1ccc(Cl)cc1)c1ccc2c(c1)OCO2 the results were BAP1 inh 57 and HePTP inhibitor 3.
Screening O=C(NCCCN1CCC(Cc2ccccc2)CC1)C1CC(=O)N(C2CCCC2)C1 (centres undefined) returned BAP1 inh 91 and HePTP inhibitor -7.
CCOC(=O)c1[nH]c2c(CC)cccc2c1CCN1C(=O)c2ccccc2C1=O was read as HePTP inhibitor -3.
For O=C(CCCOc1ccccc1)Nc1cccc([N+](=O)[O-])c1 the results were HePTP inhibitor -7.
O=c1[nH]cc(F)c(=O)[nH]1 was read as BAP1 inh 93.
Screening CCCn1c(=O)c2ccccc2n2c(SCc3c(C(=O)OCC)oc4ccccc34)nnc12 returned BAP1 inh 99 and HePTP inhibitor 2.
Screening Cc1nc2sc(C(=O)c3ccc(Br)cc3)c(N)c2c(C)c1C returned HePTP inhibitor -5.
For OCCOCCNc1ncnc2c1cnn2-c1ccccc1 the results were BAP1 inh 160 and HePTP inhibitor 5.

17 structures out of the list, sorted by formula weight, high to low.
Screening CCCn1c(=O)c2ccccc2n2c(SCc3c(C(=O)OCC)oc4ccccc34)nnc12 returned BAP1 inh 99 and HePTP inhibitor 2.
CCCc1[nH]nc2c1C(c1ccc(OC(=O)N3CCOCC3)c(OC)c1)C(C#N)=C(N)O2 (centres undefined) was read as BAP1 inh 110 and HePTP inhibitor -2.
Screening O=C(NCCCN1CCC(Cc2ccccc2)CC1)C1CC(=O)N(C2CCCC2)C1 (centres undefined) returned BAP1 inh 91 and HePTP inhibitor -7.
`COc1ccccc1N(CC(=O)NCCSC)S(=O)(=O)c1ccccc1` gave HePTP inhibitor 6.
O=C(Cc1ccccc1)N1N=C(c2ccc([N+](=O)[O-])cc2)CC1(O)C(F)(F)F (centres undefined) was read as HePTP inhibitor 6.
For Cc1ccc(S(=O)(=O)c2c(N)n(CCO)c3nc4ccccc4nc23)cc1 the results were HePTP inhibitor 3.
Screening Cc1nc2sc(C(=O)c3ccc(Br)cc3)c(N)c2c(C)c1C returned HePTP inhibitor -5.
For CCn1c(SCc2nc3ccccc3nc2C)nnc1-c1cccs1 the results were BAP1 inh 101 and HePTP inhibitor 14.
COc1cc(CN2CCN(C3CC4CCC3C4)CC2)cc(OC)c1OC (centres undefined) was read as HePTP inhibitor -5.
O=C(O)c1c(-c2ccccc2)oc2ccc(OCc3ccccc3)cc12 was read as HePTP inhibitor 4.
CCOc1cc(C(=O)Nc2cnccn2)cc(OCC)c1OCC was read as BAP1 inh 100 and HePTP inhibitor 5.
Screening CNC(=S)Nc1ccc(C23CC4CC(CC(C4)C2)C3)cc1 returned HePTP inhibitor -16.
For OCCOCCNc1ncnc2c1cnn2-c1ccccc1 the results were BAP1 inh 160 and HePTP inhibitor 5.
`CCCCN1C(=O)C(=O)c2cc(Br)ccc21` gave BAP1 inh 52 and HePTP inhibitor 6.
For O=C(Nc1ccc(Cl)cc1)c1ccc2c(c1)OCO2 the results were BAP1 inh 57 and HePTP inhibitor 3.
Screening N#Cc1ccc(N2C(=O)C3C4C=CC(C4)C3C2=O)cc1 (centres undefined) returned BAP1 inh 69.
O=c1[nH]cc(F)c(=O)[nH]1 was read as BAP1 inh 93.

Further records follow.
`Cc1ccc2c(Cl)c(C(=O)Nc3ccc(Br)cc3F)sc2c1` gave HePTP inhibitor 7.
CCOC(=O)c1cc(-c2ccc(C=C3C(=O)N(C)C(=O)N(C)C3=O)o2)ccc1Cl was read as HePTP inhibitor -9.
`COc1ccc(CC(NC(C)=O)C(=O)NC2CCN(C(=O)NCc3ccccc3)CC2)cc1` (centres undefined) gave BAP1 inh 107 and HePTP inhibitor 11.
COc1ccc2nc(NCc3ccccc3)[nH]c2c1 was read as BAP1 inh 95 and HePTP inhibitor 1.
Screening CC(C)(C)SCCNS(=O)(=O)c1ccccc1 returned BAP1 inh 96 and HePTP inhibitor 7.
Screening O=[N+]([O-])c1ccc(-c2nnc(-c3ccc(Br)o3)o2)cc1 returned HePTP inhibitor -6.
CC(=O)c1cccc(-n2c(CCC(=O)O)ccc2-c2cccs2)c1 was read as HePTP inhibitor 14.
For CCOC(=O)C(C(=O)Nc1ccccc1)C1CCCCC1 (centres undefined) the results were BAP1 inh 94 and HePTP inhibitor -6.
CC(=O)Oc1ccccc1C1OCCN1C(C)=O (centres undefined) was read as BAP1 inh 84 and HePTP inhibitor 3.
Screening CCCOC(=O)c1c(N)sc2c1CCCCC2 returned HePTP inhibitor 5.
COc1ccc(/C(O)=C/C(=O)C(=O)NCc2ccccc2)cc1 was read as HePTP inhibitor -21.
COC(=O)CCC(=O)Nc1ccc(OC)cc1 was read as BAP1 inh 88 and HePTP inhibitor 14.
O=C(NC1CC1)c1ccc(-c2nc3ccccc3s2)s1 was read as HePTP inhibitor 0.
`CSc1ccc(-c2c(C#N)c(N)nc3c2c(C)nn3-c2ccccc2)cc1` gave HePTP inhibitor 3.
Screening O=C1C2C3C=CC(C3)C2C(=O)N1Cc1cccnc1 (centres undefined) returned BAP1 inh 106 and HePTP inhibitor 2.
Screening CCOc1cc(/C=C2\SC(=S)N(CC(C)C)C2=O)ccc1O returned HePTP inhibitor 8.
For COc1ccc2cc(C(c3nnnn3CCc3ccccc3)N3CCCC(C)C3)c(=O)[nH]c2c1 (centres undefined) the results were BAP1 inh 63 and HePTP inhibitor 0.
Screening CCCN1C(=O)c2ccccc2NC1c1ccc(Cl)cc1 (centres undefined) returned HePTP inhibitor -4.
For Cc1ccc([N+](=O)[O-])cc1NC(=O)c1cccc(C(=O)Nc2cc([N+](=O)[O-])ccc2C)n1 the results were BAP1 inh 60.
For COc1cccc(OC)c1C(=O)Nc1nnc(C(C)C)s1 the results were BAP1 inh 90 and HePTP inhibitor -1.
`COC(=O)c1cccc(S(=O)(=O)N2CCCCC2)c1` gave BAP1 inh 98 and HePTP inhibitor 3.
O=C(CCCn1c(=S)[nH]c2cc3c(cc2c1=O)OCO3)N1CCN(c2ccccn2)CC1 was read as BAP1 inh 111 and HePTP inhibitor 10.
COc1ccccc1NC(=O)NC1(C(=O)N2CCC(O)CC2)CCCCC1 was read as BAP1 inh 108 and HePTP inhibitor 6.
For Cc1ccccc1NC(=O)c1cccc2nccnc12 the results were BAP1 inh 111 and HePTP inhibitor 5.
Cc1ccc(S(=O)(=O)NCC(=O)N(CC(=O)NCC2CCCO2)Cc2ccccc2)cc1 (centres undefined) was read as BAP1 inh 99 and HePTP inhibitor 0.
Screening COc1cc(/C=N\N2CCN(c3ccccc3)CC2)ccc1O returned HePTP inhibitor -8.
O=C(Cn1c2ccccc2c(=O)c2ccccc21)Nc1ccc2c(c1)OCCO2 was read as BAP1 inh 148.
`COc1cc(OC)c(CNc2ccc(C)c(C)c2)cc1Br` gave HePTP inhibitor -3.
For CC(C)C(=O)N1N=C(c2ccc(Br)cc2)CC1(O)C(F)(F)F (centres undefined) the results were HePTP inhibitor 0.
`Cc1ccc2nc(Nc3ncc4c(n3)CCCC4=O)nc(C)c2c1` gave BAP1 inh 98 and HePTP inhibitor 4.
Screening CC(=O)N1CCc2cc(C(=O)CN3CCC(C)CC3)ccc21 returned BAP1 inh 96 and HePTP inhibitor 2.
`O=C(N/N=C/c1ccco1)c1cc(-c2ccc(Cl)cc2)n[nH]1` gave HePTP inhibitor 9.
For Cc1ccc(CCNC(=O)C2CCN(C(=O)N(C)C)CC2)cc1 the results were BAP1 inh 116 and HePTP inhibitor 6.
COc1ccc(C2CC(=O)C3=C(C2)Nc2ccccc2NC3c2ccccc2Br)cc1 (centres undefined) was read as HePTP inhibitor -5.
O=C(Nc1cc(Cl)ccc1C(=O)O)c1ccc2c(c1)C(=O)N(c1ccccc1-c1ccccc1)C2=O was read as HePTP inhibitor -7.
For CC1=C(C(=O)OC(C)C)C(c2ccc(F)cc2)NC(=O)N1 (centres undefined) the results were BAP1 inh 85 and HePTP inhibitor 5&-21.
`COc1ccc(CN=CC2=C(O)CNC2=O)cc1OC` gave BAP1 inh 98 and HePTP inhibitor -8.
CCOC(=O)C1C(c2ccccc2Cl)NC(=O)N(C)C1(O)C(F)(F)F (centres undefined) was read as BAP1 inh 95 and HePTP inhibitor 6.
COc1ccc(OC)c(NC(=S)NC(NC(=O)Cc2cccc3ccccc23)C(Cl)(Cl)Cl)c1 (centres undefined) was read as HePTP inhibitor -10.
For C=CCOCC(O)CSCc1ccc(Cl)cc1 (centres undefined) the results were HePTP inhibitor 8.
CNC(=O)C(=O)Nc1c(C)cccc1C was read as HePTP inhibitor -13.
For COc1ccc(C2C(C(=O)OCC3CCCO3)=C(C)NC3=C2C(=O)CC(C)(C)C3)cc1O (centres undefined) the results were BAP1 inh 54.
C=CCOC(=O)C1=C(C)OC(N)=C(C#N)C1c1ccoc1 (centres undefined) was read as BAP1 inh 63 and HePTP inhibitor 3.
COc1cc(/C=C2\SC(=S)N(C(C(=O)O)C(C)C)C2=O)ccc1O (centres undefined) was read as HePTP inhibitor 1.
Screening CC(=O)C1=C(O)C(=O)N(CC2CCCO2)C1c1ccc2c(c1)OCO2 (centres undefined) returned HePTP inhibitor -4.
COc1ccc(C(=O)CSc2nnc(-c3ccccn3)n2Cc2ccco2)cc1 was read as BAP1 inh 107 and HePTP inhibitor 3.
Cc1ccc(-c2cc(-c3ccc(F)cc3)nc(N)c2C#N)o1 was read as BAP1 inh 449 and HePTP inhibitor 8.
CC(=O)NC1=NC(=O)/C(=C\c2ccccc2F)S1 was read as HePTP inhibitor -14.
Screening CC1CCN(CCC(=O)N/N=C/c2ccc(N(C)C)cc2)CC1 returned HePTP inhibitor 4.
Screening O=C(CSc1ncnc2nc[nH]c12)N1CCN(c2ccc(Cl)cc2)CC1 returned BAP1 inh 119 and HePTP inhibitor 7.
CCCn1c(CNC(=O)Cc2ccccc2)nc2ccccc21 was read as HePTP inhibitor 9.
COC(=O)CN(c1cc(C)ccc1C)S(=O)(=O)c1ccccc1 was read as HePTP inhibitor -8.
`Cc1ccccc1Cc1c(C)nc2nc(SCC(=O)NCc3ccco3)nn2c1C` gave HePTP inhibitor 4.
For N#C/C(=C\c1ccc(-c2ccc(Cl)cc2)o1)c1ccc(Cl)cc1 the results were HePTP inhibitor -8.
`CCCCN(C)C(=O)c1ccc(C(=O)N(C)CCCC)cc1` gave HePTP inhibitor -16.
Screening CCC1(C)Cc2c(C#N)c(N)n(-c3ccccc3)c(=O)c2CO1 (centres undefined) returned BAP1 inh 99 and HePTP inhibitor -2.
For O=C(NC1CCS(=O)(=O)C1)/C(=C\c1ccco1)NC(=O)c1ccccc1 (centres undefined) the results were HePTP inhibitor 1.
Cc1ccnc(NS(=O)(=O)c2ccc(N3C(=O)c4ccc(C(=O)O)cc4C3=O)cc2)n1 was read as HePTP inhibitor -5.
Screening Cc1ccc2c(c1)c1c(n2CCC(N)=O)C(=O)CCC1 returned HePTP inhibitor 10.
Cc1ccc(N2C(=O)CC(Sc3ccc4ccccc4c3)C2=O)cc1 (centres undefined) was read as HePTP inhibitor -16.
`Cc1c(Cc2ccccc2)c(=O)oc2c(C)c(OCC(=O)N(C)C)ccc12` gave HePTP inhibitor 10.

Screens (PubChem BioAssay)
